Screening results deposited in PubChem BioAssay by National Center for Advancing Translational Sciences (NCATS).
ALOX15 inhib – qHTS Assay for Inhibitors of 15-hLO (15-human lipoxygenase) | purified 15hLO-1, xylenol orange hydroperoxide absorbance | Potency, µM (doses to about 57.1 µM), for the others: at the highest dose activity change, negative = inhibition, actives largely listed as inhibitors | 74,000 compounds, 1.4% hits; also: potency is read from the fitted curve at half-maximal effect; % is scaled to controls: 0 for no effect and ±100 for the full control effect; nearly all actives have a fitted effect of over 55% in size
Target sequence (P16050 whole entry, looked up): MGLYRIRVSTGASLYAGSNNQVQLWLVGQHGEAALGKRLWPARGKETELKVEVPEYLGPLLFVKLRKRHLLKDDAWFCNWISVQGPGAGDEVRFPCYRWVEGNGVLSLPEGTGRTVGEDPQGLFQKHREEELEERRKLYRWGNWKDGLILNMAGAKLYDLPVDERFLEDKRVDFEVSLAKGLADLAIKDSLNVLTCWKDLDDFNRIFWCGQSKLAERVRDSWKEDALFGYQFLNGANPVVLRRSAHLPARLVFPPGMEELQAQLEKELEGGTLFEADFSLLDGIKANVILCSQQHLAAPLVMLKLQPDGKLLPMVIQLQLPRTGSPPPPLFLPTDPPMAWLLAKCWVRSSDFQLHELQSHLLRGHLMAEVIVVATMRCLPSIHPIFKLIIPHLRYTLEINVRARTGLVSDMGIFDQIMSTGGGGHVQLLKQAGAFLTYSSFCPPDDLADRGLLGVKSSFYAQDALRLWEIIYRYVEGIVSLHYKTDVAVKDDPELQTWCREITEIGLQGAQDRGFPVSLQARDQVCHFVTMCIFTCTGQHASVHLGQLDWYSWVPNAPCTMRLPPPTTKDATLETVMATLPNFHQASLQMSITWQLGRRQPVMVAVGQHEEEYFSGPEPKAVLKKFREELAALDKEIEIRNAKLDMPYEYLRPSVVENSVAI
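Purified human 15hLO-1 (40 nM) in 25 mM Hepes pH 7.5, 0.01% Triton X-100, preincubated 15 min RT with compound, then 50 uM arachidonic acid for 6 min. Hydroperoxide read by ferrous/xylenol orange, 30 min; 573/405 nm absorbance ratio gave progress.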
DNA Pol III inh – qHTS Assay for Inhibitors of DNA Polymerase III Holoenzyme System; Potency, µM (doses to about 57.1 µM), for inactives: top-dose activity change, negative = inhibition; 71,000 compounds, 0.25% hits; reconstituted DNA polymerase III holoenzyme replication, biochemical; also: potency is read from the fitted curve at half-maximal effect; % is scaled to controls: 0 for no effect and ±100 for the full control effect
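Reconstituted *E. coli* holoenzyme (0.35 nM Pol III, 1 nM beta, 154 nM SSB, 2 nM primase) was preincubated with compound for 15 min at RT. Synthesis on 1.4 nM ssM13Gori ran 35 min, then was stopped with PicoGreen/EDTA and read as dsDNA fluorescence.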
Rhodamine fluor – qHTS Assay for Spectroscopic Profiling in Rhodamine Spectral Region; Rhodamine-region fluorescence, 547/598 nm, Tris buffer; hits give high values; max dye-equivalent concentration, M; 59,000 compounds, 0.05% hits; in the data active = max dye-equivalent concentration above about 11 nM; inconclusive = between about 1.1 nM and that limit
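Steps: pin-transfer compounds into pH 8.0 Tris (100 mM), hold 15 min at room temperature, image with a 547/598 nm filter pair, and convert intensities to rhodamine-equivalent concentration using a six-point on-plate rhodamine series.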
Fluorescein fluor – qHTS Assay for Spectroscopic Profiling in Fluorescein Spectral Region | Compound autofluorescence, 480/540 nm, fluorescein-equivalent; hits give high values | max fluorescein-equivalent concentration, M | 59,000 compounds, 0.91% hits | AID 593, 2007; in the data active = max fluorescein-equivalent concentration above about 10 nM; inconclusive = between about 1.1 nM and that limit
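Each compound is tested across a concentration series in 100 mM Tris buffer at pH 8.0. After 15 min at room temperature, plates are imaged with 480 nm excitation and 540 nm emission filters, and intensities are converted to fluorescein-equivalent values.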
4-MU autofl – qHTS Assay for Spectroscopic Profiling in 4-MU Spectral Region. AID 589, 2007. 59,000 compounds, 11% hits. compound autofluorescence, 340/450 nm, 4-MU equivalents; hits give high values. max dye-equivalent concentration, M; in the data active = max dye-equivalent concentration above about 10 nM; inconclusive = mostly about 1.1 nM to 9.6 nM
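Intrinsic fluorescence at 340/450 nm (ex/em) was read after 15 min at room temperature in pH 8.0, 100 mM Tris. Each compound concentration expressed as 4-MU-equivalent concentration from a six-point 4-MU standard series on each plate.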
HADH2 inhib – qHTS Assay for Inhibitors of HADH2 (Hydroxyacyl-Coenzyme A Dehydrogenase, Type II); 3-hydroxyacyl-CoA dehydrogenase type-2 (Homo sapiens), Q99714; recombinant HADH2, NADH fluorescence, beta-hydroxybutyryl-CoA; Potency, µM (top dose mostly 57.1 µM), without a hit: at the highest dose activity change, negative = inhibition, actives largely listed as inhibitors; 73,000 compounds, 3.4% hits; also: potency is read from the fitted curve at half-maximal effect; % is scaled to controls: 0 for no effect and ±100 for the full control effect; nearly all actives have a fitted effect of over 60% in size; many of its hits are not listed in these tables
Target sequence (Q99714 whole entry, looked up, one chain of several): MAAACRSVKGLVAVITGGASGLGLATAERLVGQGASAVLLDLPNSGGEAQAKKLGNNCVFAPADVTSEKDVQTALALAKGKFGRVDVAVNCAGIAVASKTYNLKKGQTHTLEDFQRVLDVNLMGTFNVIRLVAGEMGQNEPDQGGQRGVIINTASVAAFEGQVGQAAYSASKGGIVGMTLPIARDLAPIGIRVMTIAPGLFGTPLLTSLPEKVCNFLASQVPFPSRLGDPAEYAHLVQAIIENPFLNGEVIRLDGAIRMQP
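His-tagged recombinant enzyme from E. coli, 20 nM, preincubated 15 min RT with compound; reaction started with 1 mM NAD+ and 90 uM beta-hydroxybutyryl-CoA in 100 mM Tris-HCl pH 9.0. NADH fluorescence (ex 360/em 450) read over 4 min; last-minus-first difference.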
Ub-GFP proteasome – Ubiquitin-GFP Assay. Potency, µM (highest dose often 45.9 µM), without a hit: top-dose activation (GFP accumulation), usual class: activators. 67,000 tested, under 10 active. Ubiquitin-GFP reporter cells, proteasome inhibition, GFP fluorescence; response scale: untreated = 0%, 10 µM MG-132 = 100%; active = well fitted activation curve with a large enough effect, not every such curve was filed as active; inconclusive = small, poorly fitted or top-dose-only effect, or another doubt; inactive = no such curve, though single readings can be large or run the other way; also: potency is read from the fitted curve at half-maximal effect
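U2OS cells expressing ubiquitin(G76V)-GFP, seeded overnight in 0.5% FBS medium, then treated 4 hr at 37 C across 46 uM to 2.9 nM. GFP-positive cells counted by laser cytometry (488 ex/515 em); %activity scaled between basal and 10 uM MG-132.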
Hsp90 Hop PPI – qHTS Assay for Disrupters of an Hsp90 Co-Chaperone Interaction; AlphaScreen TPR2A-His6 binding biotin-Hsp90 C-terminal peptide; Potency, µM (titrated, usually from 57 µM), for the others: top-dose activity change, negative = inhibition; AID 595, 2007; 71,000 compounds, 0.44% hits; active = well fitted curve in either direction with a large enough effect; inconclusive = small, poorly fitted or top-dose-only effect, or another doubt; also: potency is read from the fitted curve at half-maximal effect; % is scaled to controls: 0 for no effect and ±100 for the full control effect; many of its hits are not listed in these tables
TexasRed autofl – qHTS Assay for Spectroscopic Profiling in Texas Red Spectral Region; 59,000 compounds, 0.06% hits; max dye-equivalent concentration, M; Compound fluorescence, Texas Red channel, 547/618 nm; hits give high values; in the data active = max dye-equivalent concentration above about 10 nM; inconclusive = between about 1.1 nM and that limit
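Compound titrations in 100 mM Tris pH 8.0 were incubated 15 min at room temperature and read at 547 nm excitation / 618 nm emission. Texas Red six-point standard curve on each plate converted fluorescence to dye-equivalent concentration.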
HBB splicing – qHTS Assay for Modulators of Hemoglobin Beta Chain Splicing; HBB splicing reporter cell assay, activation; EGFP reporter with mutant IVS2-654 intron; response scale: normalised to 500 nM splice-correcting PNA; Potency, µM (titrated, usually from 46.1 µM), without a hit: at the highest dose activation, most hits filed as activators; 65,000 compounds, 0.06% hits; also: potency is read from the fitted curve at half-maximal effect; 0% is about no effect
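Compounds were applied for 2 days to HeLa EGFP-654 cells, 500/well in Optimem with 2% FCS. The reporter's EGFP is disrupted by mis-splicing of beta-globin intron IVS2-654. Readout: summed well GFP fluorescence from 488 nm laser scanning; reference was 500 nM antisense […] 654 PNA.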
GFP derepression – qHTS Assay for Epigenetic Modulators. Potency, µM (titrated, usually from 46.1 µM), without a hit: at the top dose GFP derepression (activation). 68,000 compounds, 0.09% hits. mouse C127i GFP locus derepression, cytometry, 30 h; also: % of control where 0% means no effect
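Locus derepression in mouse mammary C127i cells whose integrated CMV-GFP reporter is normally silent; GFP expression after 30 h compound treatment was quantified by counting fluorescent cells.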
* hit, by the source's call; i = inactive; u = inconclusive; x = no result given; [ ] = dose if it differs, or a comment. Unless noted, calls follow the shape of the dose curve; as a rule, active = well fitted curve in the direction sought with a large enough effect; inconclusive = small, poorly fitted or top-dose-only effect, or another doubt; inactive = no such curve, though single readings can be large; an effect the other way counts as inactive or inconclusive. Only part of the results is shown, so the mix of outcomes need not match the whole.

SMILES | ALOX15 inhib | DNA Pol III inh | Rhodamine fluor | Fluorescein fluor | 4-MU autofl | HADH2 inhib | Ub-GFP proteasome | Hsp90 Hop PPI | TexasRed autofl | HBB splicing | GFP derepression
CC1(C)CC(=O)C2=C(C1)NCN(Cc1ccc3c(c1)OCO3)C2 | 1% | 3% | i | i | i | 3% | 2% | -5% | i | 0.8% | 0%
COc1ccc(C(=O)N2CCC3(CC2)CN(c2ncccn2)C3)cc1 | 9% | -7% | i | i | i | u | -11% | -3% | i | 2.4% | 4%[9.22 µM]
CC(C)(C)NCc1cc2ccccc2[nH]c1=O | x | x | i | u | u | x | x | x | i | x | 0%[20.6 µM]
COc1ccccc1CNc1cc(-c2ccccc2C(F)(F)F)ncn1 | 0% | 1% | i | i | i | 12% | 2% | -1% | i | 2.1% | 3%[9.22 µM]
O=C(Cl)c1c(Cl)cccc1Cl | -19% | 3% | x | x | x | -8% | x | -1% | x | 0.6% | x
O=C(N1CCCCCC1)N1CCN(C(=O)N2CCCCC2)CC1 | 3% | 0% | i | i | i | 15% | -5% | u | i | 3.0% | 0%
COc1ccc(-c2nnc3sc(-c4ccccn4)nn23)cc1 | -1% | -2% | i | i | u | -2% | 2% | -5% | i | 9.4%[0.369 µM] | 2%
Cc1ccc(C(C(=O)NC2CCCC2)N(Cc2cccnc2)C(=O)c2snc(C(N)=O)c2N)o1 (stereo unspecified) | 5% | -7% | i | u | 2.3e-07M* | -11% | 5% | -6% | u | -5.5% | 7%
O=C(c1ccc2c(c1)OCO2)N1CCN(c2ccc(F)cc2)CC1 | -5% | -2% | i | i | i | 7% | 3% | -4% | u | x | -1%
O=C(CN(c1ccccc1F)S(=O)(=O)c1ccccc1)N1CCCCCC1 | 7%[11.4 µM] | -4%[11.4 µM] | x | x | x | 11%[11.4 µM] | -14%[9.17 µM] | -4%[11 µM] | x | 1.5%[0.0738 µM] | -2%
CC(C)(C)C(=O)c1no[n+]([O-])c1/C(=N/O)C(C)(C)C | -12% | 0% | i | i | i | -7% | -2% | -1% | i | 10%[0.369 µM] | -2%
COC(=O)COC(=O)c1ccc(-n2nnnc2SC)cc1 | -3% | 3% | i | i | i | 9% | 3% | 1% | i | 9.4%[0.369 µM] | 2%
Cc1cccc(CNc2cc(-c3ccc(C(=O)N(C)C)cc3)ncn2)c1 | -21% | -10% | i | i | i | -50% | -10% | 3% | i | -0.1% | 0%[9.22 µM]
c1ccc2c3nnc4n(c-3nc2c1)CCCS4 | -1% | -1% | i | i | i | 0% | -1% | -6% | i | 0.9% | 6%
O=C(C1COc2ccccc2O1)N1CCN(c2ccccc2F)CC1 (stereo unspecified) | 5%[11.4 µM] | -1%[11.4 µM] | x | x | x | 2%[11.4 µM] | 6%[9.17 µM] | 3%[11 µM] | x | -4.2%[0.0738 µM] | 0%
Cc1ccc(-c2nc(CS(=O)(=O)CC(=O)N3CCCCCC3)c(C)o2)cc1 | 4% | -5% | x | x | x | 0% | 0% | -2% | x | -0.8% | -3%
CC(=O)c1ccc(N2CCN(C(=O)c3cc(-c4ccc5c(c4)OCO5)nc4ccccc34)CC2)cc1 | -8% | 5% | i | i | 4.9e-08M* | u | 11% | -5% | i | 2.0% | 0%
CCCCc1cc(=O)oc2c(CN(C)C)c(O)c(Cl)cc12 | x | x | i | i | 1.4e-05M* | x | x | x | i | x | -8%[20.6 µM]
O=C1c2ccccc2C(=O)N1CCn1c(=O)oc2ccccc21 | 3% | -5% | i | i | i | 7% | 6% | -2% | i | 1.2% | 0%
O=C(CSc1ncn[nH]1)OCN1C(=O)c2ccccc2C1=O | 4% | -6% | i | i | i | -8% | -3% | -2% | u | x | 0%

The final 2 records of the section before lead into the next:
SMILES | ALOX15 inhib | DNA Pol III inh | Rhodamine fluor | Fluorescein fluor | 4-MU autofl | HADH2 inhib | Ub-GFP proteasome | Hsp90 Hop PPI | TexasRed autofl | HBB splicing | GFP derepression
O=C1c2ccccc2C(=O)N1CCn1c(=O)oc2ccccc21 | 3% | -5% | i | i | i | 7% | 6% | -2% | i | 1.2% | 0%
O=C(CSc1ncn[nH]1)OCN1C(=O)c2ccccc2C1=O | 4% | -6% | i | i | i | -8% | -3% | -2% | u | x | 0%
Cc1cc(NS(=O)(=O)c2ccccc2)cc(Cl)c1O | u | -2% | x | x | x | 25µM* | -6% | -3% | x | -7.9% | 2%
O=C(NCC(=O)N(CCc1ccccc1)C(C(=O)NC1CCCC1)c1cccnc1)c1ccco1 (stereo unspecified) | 5% | -3% | i | u | i | 5% | 2% | -2% | i | -8.6% | -1%
COc1ccc2cc(CN(CCCN3CCOCC3)Cc3nnnn3C3CCCCC3)c(=O)[nH]c2c1 | u | -7% | i | i | u | 11% | 6% | -4% | i | 0.4%[57.5 µM] | -2%
NC(=O)C1CCN(C(=O)CSCc2ccccc2Cl)CC1 | 6% | -5% | i | i | i | 5% | -7% | -3% | u | x | 1%
CCOC(=O)c1cnc2c(C#N)c(C)nn2c1C | 9% | 6% | i | u | u | 3% | 3% | -14% | i | 1.4% | -2%
O=C(c1ccco1)c1cn(CC(=O)N2CCCc3ccccc32)c2ccccc12 | u | -1% | i | i | u | -9% | 2% | -10% | i | 7.5% | 11%
CCn1c(COc2ccccc2C)nnc1SCC(=O)CC(=O)Nc1ccccc1OC | -9% | -5% | i | i | i | -3% | -16% | -1% | i | -4.5% | -1%
COc1cccc(Cn2c(=O)c(-c3cccc(C#N)c3)nc3cnc(Nc4ccccc4)nc32)c1 | 5% | -8% | i | 1.3e-08M* | i | -3% | 0% | -6% | i | 4.5% | 0%[9.22 µM]
Cc1sc2nc(SCC(=O)N(C)C)[nH]c(=O)c2c1C | 1% | -3% | i | i | i | -8% | -4% | 2% | i | -0.4% | -3%
CCOC(=O)c1oc2cccc(O)c2c1CN1CCOCC1 | -15% | 1% | i | u | i | 7% | -11% | u | i | 6.2%[1.84 µM] | 2%
COC(=O)CNc1nc(C2CC2)nc2c1nnn2Cc1ccccc1Cl | -1% | 7% | i | u | i | 34%[activator] | -8% | u | i | x | 0%
Cn1c(N2CCN(C(=O)C34CC5CC(CC(C5)C3)C4)CC2)nc2ccccc21 | 1% | -5% | i | i | i | 7% | -14% | 1% | i | 0.1% | -1%
N#Cc1c(NC(=O)CCC(=O)O)ccc2ccccc12 | -4%[11.4 µM] | -6%[11.4 µM] | i | i | i | 10%[11.4 µM] | -4%[9.17 µM] | -1%[11 µM] | i | 1.0%[9.22 µM] | 2%[9.22 µM]
Cc1ccc2nc(C3CCN(CC(=O)N4CCCCCC4)CC3)[nH]c2c1 | 15% | -6% | i | i | i | 13% | -4% | -1% | i | -0.4%[57.5 µM] | 2%
CCOc1ccc(OCC)c(NC(=O)CN(C)S(=O)(=O)c2cccc3nsnc23)c1 | -4% | -3% | i | i | i | -7% | 10% | -20% | i | 3.3% | 0%
COc1ccccc1NS(=O)(=O)CC12CCC(CC1=O)C2(C)C (stereo unspecified) | 1% | 2% | i | u | i | 5% | 8% | -1% | i | 0.3% | 2%
Cc1ccccc1N=C1NC(=O)CS1 | 15% | 2% | i | u | i | -3% | -1% | -3% | i | -3.9% | 2%
Cc1onc(-c2ccccc2Cl)c1C(=O)Nc1cccnc1 | -1% | -9% | i | i | i | 1% | -4% | -4% | i | -1.2% | 0%
CCOc1ccc(C2C(C#N)=C(N)SC(N)=C2C#N)cc1OC | x | x | i | u | i | x | x | x | i | x | 3%[20.6 µM]
COc1ccc(OC)c(NC(=O)CSc2nnc(Cc3cccn3C)n2-c2ccc(F)cc2)c1 | -19% | -7% | x | x | x | -11% | -7% | -6%[2.3 µM] | x | -1.0% | x
O=C(Nc1cccc(F)c1)N1CC[C@@]2(CCCN(C(=O)c3ccncc3)C2)C1 | 3% | 8% | i | i | i | 11% | -6% | -1% | i | 0.8% | 0%[9.22 µM]
O=C1CCC(c2ccccc2)N1C(=O)c1cccnc1 (stereo unspecified) | 12% | -4% | i | u | i | 8% | 2% | -2% | i | -1.8% | 0%
